Compound activity from PubChem.
RAD52 inh = inhibitors of human RAD52 DNA annealing. recombinant RAD52 DNA annealing, FRET fluorescence. inhibition, % at 18.7 µM. 360,000 compounds, 0.46% hits. AID 651710;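 active = every replicate showing at least 50% inhibition; inconclusive = mean inhibition at least 50% but not in every replicate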
Target sequence (P43351 whole entry, looked up): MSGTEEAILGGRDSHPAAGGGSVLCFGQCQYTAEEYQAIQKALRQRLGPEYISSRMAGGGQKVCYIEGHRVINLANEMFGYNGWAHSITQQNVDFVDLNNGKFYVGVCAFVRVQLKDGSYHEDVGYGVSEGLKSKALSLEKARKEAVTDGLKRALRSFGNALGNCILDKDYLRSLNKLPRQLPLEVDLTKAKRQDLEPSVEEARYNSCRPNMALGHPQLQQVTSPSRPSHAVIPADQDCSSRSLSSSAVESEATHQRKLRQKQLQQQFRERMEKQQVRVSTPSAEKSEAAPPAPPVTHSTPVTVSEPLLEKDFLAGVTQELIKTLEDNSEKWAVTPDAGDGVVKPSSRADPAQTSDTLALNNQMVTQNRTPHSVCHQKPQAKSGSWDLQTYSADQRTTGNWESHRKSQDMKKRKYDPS
ARNT TACC3 PPI = disrupts binding between human ARNT and TACC3 | AlphaScreen His-ARNT PAS-B/GST-TACC3 binding, luminescence; TACC3 fragment carries E629A point mutation | inhibition, % at 9.99 µM | 390,000 compounds, 0.66% hits | Q9Y6A5;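 active = mean inhibition of replicates at least 50% and at least half of replicates each reaching 50%; inconclusive = half or more replicates reach 50% but mean below 50%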;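 note: 0% = complete ARNT plus TACC3 wells and 100% = ARNT alone without TACC3; many hits fall short of the cut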
RAD54 inh = inhibitors of human RAD54 branch migration. RAD54 Holliday junction branch migration, FAM/BHQ fluorescence. inhibition, % at 10.4 µM. 360,000 compounds, 0.14% hits. AID 602329;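 active = mean normalized replicate activity at least 40 and at least half of replicates scoring 40 or more; inconclusive = only one of the two criteria met; inactive = mean below 40 and under half of replicates reaching 40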;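 note: 0% = median of neutral control wells and 100% = median of positive control wells; inhibitors cause a drop in the FAM fluorescence signal; in these data hits start at about 50%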
ERp5 inh = ERp5 (human) disulfide isomerase inhibition. Q15084. ERp5 insulin aggregation, absorbance 650 nm, 90 min. inhibition, % at 9.99 µM. 350,000 compounds, 0.05% hits;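 active = mean replicate inhibition above about 25%, with every replicate also reaching it, limit read from the data, passing the limit was not always enough; inconclusive = only one of those two criteria met; inactive = neither criterion met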
CASP6 VEID inh = inhibitors of human caspase-6; P55212; inhibition, % at 12.5 µM; purified caspase-6, Z-VEID-R110 cleavage fluorescence; 350,000 compounds, 0.53% hits;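 active = mean inhibition across replicates at least about 35%, with every replicate also reaching that limit, limit read from the data; inconclusive = only one of the two criteria met; inactive = neither criterion met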;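 note: 0% = median of neutral control wells and 100% = no fluorescence left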
Target sequence (P55212 24-179 limits assumed): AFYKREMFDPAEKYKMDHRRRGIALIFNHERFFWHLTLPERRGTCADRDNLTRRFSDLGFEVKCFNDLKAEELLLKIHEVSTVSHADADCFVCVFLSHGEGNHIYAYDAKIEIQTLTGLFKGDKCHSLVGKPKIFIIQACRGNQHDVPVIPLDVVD
Target sequence (P55212 194-293 limits assumed): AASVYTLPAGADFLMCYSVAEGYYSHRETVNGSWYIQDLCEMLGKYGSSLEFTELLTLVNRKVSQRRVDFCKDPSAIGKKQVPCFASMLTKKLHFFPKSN
esBAF inh = SWI/SNF esBAF complex inhibition; 350,000 compounds, 2% hits; AID 602393; mouse ES cells, Bmi1-luciferase knock-in reporter, 24 h; 100% = twice the neutral-well signal; reporter increase, % at 12.5 µM; in the data active = activation above about 40%; inconclusive = no clear call, values can overlap the other calls;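 note: 0% = median of the plate's neutral control wells and 100% = double that signal; a rise in the Bmi1 reporter signal indicates esBAF inhibition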
PglD inh = PglD (C. jejuni) enzyme inhibition; purified PglD enzyme, DTNB colorimetric CoA detection; inhibition, % at 12.5 µM; 360,000 compounds, 0.098% hits; in the data active = inhibition above about 16%, passing the limit was not always enough; inconclusive = no clear call, values can overlap the other calls; note: strong numbers were not always called active
E-selectin induc = E-selectin induction on HUVECs; HUVEC E-selectin immunofluorescence imaging; normalized: neutral wells 0, TNF-alpha wells 100; 260,000 compounds, 0.37% hits; AID 686992; P16581; activation, % at 7.58 µM;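 active = mean E-selectin-positive cell signal at least 10% of the positive control, reached in at least 60% of replicates, without over 20% cell loss; inconclusive = no rule given, readout overlaps actives, possibly toxicity-flagged; inactive = the rest, including those meeting only one limit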;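 note: in these data hits start at about 27%; measured in HUVEC primary endothelial cells; signal is the percent of cells scored E-selectin positive by PE staining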
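assay system = HUVEC, human umbilical vein endothelial cells | input = 3,000 HUVEC seeded per well | medium = EGM-2 growth medium on 0.1% gelatin-coated wells | dosing = one compound dose added by pin transfer | signal = immunofluorescence imaging | read-out basis = % PE-positive cells | control set = TNF-alpha, DMSO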
An asterisk follows results filed as active; ? = inconclusive; . = no result given.

SMILES	RAD52 inh	ARNT TACC3 PPI	RAD54 inh	ERp5 inh	CASP6 VEID inh	esBAF inh	PglD inh	E-selectin induc
O=C(O)c1ccc2c(c1)C(=O)/C(=C\c1ccco1)C2=O	-30.3	-3.5	.	0.3	40.6*	.	.	.
O=C(c1ccccc1)c1cc2cc(Cl)ccc2[nH]1	-12.2	-8.5	-2.6	5.1	-2.8	34.5	-1.7	0.0
O=C(/C=C/c1ccc(Br)cc1)NC(=O)c1ccccc1O	-1.1	-9.4	2.3	0.0	-1.3	7.9	5.1	-5.4
Cc1noc(C)c1NC(=O)N(C)C[C@@H]1Oc2ncc(C#CCN(C)C)cc2C(=O)N([C@@H](C)CO)C[C@@H]1C	14.6	-10.3	-1.1	4.9	1.3	1.2	1.8	-0.4
Cn1cc(C(=O)Nc2ccc(F)c(F)c2)cn1	.	-7.2	0.6	.	.	0.5	-1.1	.
CN(C)c1cccc(C(=O)OCC(=O)N2CCc3ccccc3C2)c1	-11.4	3.8	.	4.6	1.8	.	.	.
C/C(=C1/SC(N2CC(C)OC(C)C2)=NC1=O)c1ccccc1 (centres undefined)	.	0.4	4.4	.	.	-6.9	-4.2	.
O=C(COc1ccc([N+](=O)[O-])cc1)Nc1nc(-c2ccccn2)cs1	-6.4	62.8*	-5.1	0.0	-2.4	-7.0	-0.7	0.6
COC(=O)CSc1nc(N2CCOCC2)c2c(c1C#N)CC(C)(C)OC2	-8.9	-4.7	12.7	-2.7	-0.9	3.3	8.7	.
COc1ccc(C(=O)Oc2ccc3oc(=O)sc3c2)cc1	.	-5.2	0.6	.	.	7.8	-0.7	.
CN(C)C(=O)c1ccc(-c2ccc3c(c2)[C@H]2[C@H](CCN2Cc2ccc4c(c2)OCO4)[C@H](CO)N3)cc1	-42.9	1.8	-22.5	-4.4	-3.1	6.5	-2.5	-0.7
COc1ccc(S(=O)(=O)Nc2cc3c(cc2C(C)=O)OCO3)cc1	-12.4	16.2	.	7.7	-0.9	.	.	.
CCOc1cc(/C=C/C(=O)OCC(=O)NCc2ccco2)cc(Cl)c1OC	-1.0	6.9	.	8.0	6.0	.	.	-1.6
CCS(=O)(=O)Nc1ccc2c(c1)C(=O)N(C)C[C@H](OC)[C@@H](C)CN(C(=O)C1CC1)[C@@H](C)CO2	8.7	-5.9	5.9	0.8	-4.6	-2.0	2.4	-0.3
NC(CCc1ccccc1)c1csc(NC(=O)NCC2CCCCC2)n1 (centres undefined)	-26.0	.	-9.1	-2.0	-5.0	12.2	5.7	-0.1
COc1ccccc1C#Cc1ccc([C@H]2[C@@H](CO)N3CCCCN(CCC(F)(F)F)C[C@H]23)cc1	34.8	23.4	4.9	2.5	-3.8	-0.2	-0.1	-0.4
O=C(O)CSc1nccc2ccccc12	-17.8	1.4	.	0.9	2.1	.	.	.
CC1CCN(C(=O)c2[nH]c(C(F)(F)F)nc2-c2ccccc2)CC1	-4.8	.	3.2	-21.1	-0.4	-4.0	-1.3	-0.1
CS(=O)(=O)N1CC(=O)N2[C@H](CO)[C@@H](c3ccc(C#CCc4ccccc4)cc3)[C@@H]2C1	-5.9	.	.	-2.4	0.8	.	.	-0.1
Cn1c(=O)c2c(ncn2CC(=O)N2CCN(c3cccc(Cl)c3)CC2)n(C)c1=O	.	-7.1	-0.9	.	.	-1.5	8.4	.
CCCC(=O)Nc1ccc2c(c1)C(=O)N(C)C[C@@H](OC)[C@H](C)CN(C(=O)c1ccccc1F)[C@H](C)CO2	-15.5	-1.5	-2.6	-1.4	-5.8	0.4	0.6	-0.2
O=C(COc1ccccc1)Nc1cccc2nsnc12	-5.0	-2.7	-4.0	0.0	4.8	14.3	-3.4	.
CC(OC(=O)CSc1ccc([N+](=O)[O-])cc1)C(=O)NCc1ccco1 (centres undefined)	-17.9	-2.4	1.4	0.9	7.0	-1.9	1.4	0.7
COc1ccc(NC(=O)N(C)C[C@H]2OCCCC[C@@H](C)Oc3ccc(NC(=O)Nc4c(C)noc4C)cc3C(=O)N([C@H](C)CO)C[C@@H]2C)cc1	2.6	-7.0	11.8	-2.9	-2.7	-7.5	5.5	-0.2
COc1ccc(C(=O)OCc2csc(C)n2)c(O)c1	1.1	-2.1	.	?	0.2	.	.	0.0
More results follow.
SMILES	RAD52 inh	ARNT TACC3 PPI	RAD54 inh	ERp5 inh	CASP6 VEID inh	esBAF inh	PglD inh	E-selectin induc
CCOC(=O)N1CCN(C(=O)C(CC(C)C)NC(=O)C2CCCCC2)CC1 (centres undefined)	.	-12.8	-5.8	.	.	-0.3	5.8	.
CCOC(=O)CNC(=O)c1ccc(SCC)cc1	-14.7	-19.5	-3.3	2.9	-2.2	9.3	6.4	.
CN1C(=O)c2cc(NC(=O)C3CCOCC3)ccc2OC[C@H]2O[C@H](CC(=O)NCc3ccccc3F)CC[C@@H]21	-8.5	2.9	4.5	-2.0	-0.9	7.8	0.6	-0.1
O=C(NC(=S)N1CCN(C/C=C/c2ccccc2)CC1)c1ccc(Cl)nc1	-18.3	19.9	-24.2	2.7	1.8	4.1	5.4	.
Cc1cc(C(=O)OCC(=O)Nc2cc(S(=O)(=O)N(C)C)ccc2C)c(C)o1	-7.0	.	.	-1.3	3.7	.	.	-0.2
CCCCn1nnnc1C1(C)CCC(=O)N1CCc1ccc(OC)c(OC)c1 (centres undefined)	-12.9	.	.	4.1	1.1	.	.	2.1
Cc1ccc(S(=O)(=O)N(C)C[C@@H]2Oc3ccc(NC(=O)c4ccncc4)cc3CC(=O)N([C@@H](C)CO)C[C@H]2C)cc1	11.0	-8.2	10.1	1.8	-1.8	-0.5	-2.7	0.0
CCOC(=O)C1CCCN(C(=O)c2cc3c(OC)c(OC)c(OC)cc3[nH]2)C1 (centres undefined)	-4.0	-8.7	-0.2	-2.0	0.5	-7.0	-4.6	0.2
CC(=O)c1ccc(N2C(=NC(=O)C3CCCO3)SC3CS(=O)(=O)CC32)cc1 (centres undefined)	10.3	-3.6	-4.0	2.5	1.5	-0.3	1.2	.
Cc1cc(N2CCN(c3ccc(C(F)(F)F)cc3[N+](=O)[O-])CC2)c2ccccc2n1	10.6	8.2	5.8	1.5	-1.0	-0.1	-1.2	0.9
O=C(NNc1cc(Br)c(O)c(Br)c1)c1ccccc1	-15.2	15.6	.	-12.4	10.5	.	.	.
Cc1ccccc1NC(=O)C(=O)Nc1ccccc1C	-6.9	-3.4	5.0	-0.9	-3.7	45.3*	0.9	.
O=C1N/C(=C/c2ccc(N3CCOCC3)o2)C(=O)N1c1ccccc1	-35.5	7.5	.	-0.3	0.8	26.5	.	-0.1
Cc1cc(C)c(OCC(=O)OCC(=O)N2CCCc3ccccc32)c(C)c1	-17.0	-6.7	15.0	2.8	1.3	.	-6.7	-0.3
CCCn1c(C)cc(C(=O)CSc2nc3nc(C)cc(C)n3n2)c1C	-12.0	0.6	-0.3	-1.6	-1.6	.	2.1	.
COC(=O)[C@H](CCSC)NC(=O)[C@@H](Cc1cnc[nH]1)NC(=O)OCc1ccccc1	6.8	7.7	9.9	3.8	1.2	-0.9	-1.4	0.0
C[C@@H]1CCCCO[C@@H](CN(C)C(=O)CCCN(C)C)[C@@H](C)CN([C@H](C)CO)C(=O)c2cc(NS(C)(=O)=O)ccc2O1	-11.0	23.7	-0.7	3.0	0.3	1.1	-2.7	-0.2
COc1ccc(S(=O)(=O)Nc2cccc3c2O[C@H](CN(C)C)[C@H](C)CN([C@H](C)CO)C3=O)cc1	4.4	-9.6	23.3	-3.8	0.0	-0.9	-3.3	.
COc1ccc(N2CCC(CNC(=S)Nc3cc(C)ccc3C)C2)cc1 (centres undefined)	-2.9	6.6	0.0	-2.8	-11.4	1.0	8.3	.
O=C1CCN(Cc2ccccc2)CCN1CCO	-6.3	1.5	-7.1	-0.6	-1.3	-6.3	0.0	0.5
C[C@H](CO)N1C[C@H](C)[C@@H](CN(C)Cc2ccc(C(=O)O)cc2)Oc2ncc(C#CCN(C)C)cc2C1=O	4.0	12.5	-5.3	-2.4	-5.6	-12.3	6.1	-0.3
O=C(C[C@@H]1C/C=C\C[C@@H](Cc2ccc(F)cc2)C(=O)OC[C@@H]2CCCN2C1=O)NCCO	-8.0	-0.2	2.3	4.3	-4.5	-4.8	-0.3	0.3
COc1ccc2oc(=O)c(C(=O)N3CCN(c4ccccc4F)CC3)cc2c1	.	-4.6	-1.3	.	.	-4.0	-1.9	.
CCc1nnc(NC(=O)c2cc(-c3ccco3)nc3ccccc23)s1	-11.4	2.9	-5.1	1.9	.	-3.1	3.2	.
CC(=O)N1CCC(C(=O)N2c3ccccc3N=C(c3ccc4c(c3)OCO4)C2C(=O)Nc2c(C)cccc2C)CC1 (centres undefined)	-46.8	.	.	4.1	0.6	.	.	0.0
The list continues.
SMILES	RAD52 inh	ARNT TACC3 PPI	RAD54 inh	ERp5 inh	CASP6 VEID inh	esBAF inh	PglD inh	E-selectin induc
Fc1ccc(/C=N/Nc2nc3ccccc3[nH]2)cc1F	3.7	.	.	6.2	-0.3	.	.	1.3
COc1ccccc1C/C(N)=N/OC(=O)COc1ccccc1C	-2.2	-11.7	0.9	3.7	-0.5	7.6	2.7	.
CC(C)CCOC(=O)C1C(c2ccccc2)C(C(=O)O)C1c1ccccc1 (centres undefined)	.	-5.5	-7.4	.	.	-5.9	-10.2	.
Cc1ccc(CN2CCC(n3nccc3NC(=O)CCOc3ccccc3)CC2)cc1C	-0.9	-2.9	0.2	2.5	-1.7	-1.4	1.4	.
COc1ccc(NC(=O)N2CC(=O)N3[C@H](CO)[C@@H](c4ccc(C#CCC5CCCC5)cc4)[C@@H]3C2)cc1	3.0	.	.	-3.4	-5.8	.	.	0.2
C[C@@H]1CN([C@@H](C)CO)C(=O)c2cc(NC(=O)Cn3cnnn3)ccc2O[C@H]1CN(C)C	-1.0	-5.2	6.3	4.4	-7.3	3.0	-0.7	.
CN(c1ccc(C(=O)N2CCN(Cc3ccc4c(c3)OCO4)CC2)cc1)S(=O)(=O)c1ccccc1	.	-1.2	-6.0	.	.	-0.3	-4.0	.
COc1ccccc1NC(=O)N1C[C@@H](O)COC[C@H]2O[C@@H](CC(=O)NCCc3ccncc3)CC[C@@H]21	-3.5	-2.6	5.2	-2.3	1.5	-1.2	-1.4	0.0
CCCN1C[C@@H](C)[C@H](OC)CN(C)C(=O)c2ccc(NC(=O)c3ccc(F)cc3)cc2OC[C@@H]1C	.	0.8	-7.7	.	.	-0.5	4.6	0.1
CCN1C(=O)c2cccc3c(S(=O)(=O)N(C(=O)c4cccnc4)c4ccc(OC)cc4)ccc1c23	.	8.0	4.5	.	.	2.9	0.4	1.1
C[C@@H]1CCC[C@]2(O[C@@H](CCO)C[C@@H](O)[C@@H]2O)O1	-3.3	6.6	-7.5	4.8	-0.8	.	7.6	0.0
CC[C@@H]1Cc2[nH][nH]c(=O)c2[C@@H](c2ccc(F)cc2)O1	-8.8	.	.	6.9	-0.1	.	.	-0.1
CC(=O)Nc1ccc(NC(=O)COc2ccc(S(=O)(=O)NC(C)c3ccccc3)cc2)cc1 (centres undefined)	-7.3	-0.5	2.6	1.9	-6.1	-10.2	8.3	0.0
CN(C)c1ccc(C(c2nnnn2C(C)(C)C)N2CCN(C(=O)c3ccco3)CC2)cc1 (centres undefined)	.	0.2	-7.4	.	.	0.9	-9.8	.
COCC(=O)N1[C@H](C#N)[C@@H](c2ccccc2-c2ccccc2F)[C@@H]1CO	-1.7	.	.	-3.8	1.2	.	.	0.1
Cc1ccc(-n2ncc(C(=O)NCC3CCN(C4CCCC4)C3)c2C2CCN(C(=O)OC(C)(C)C)CC2)cc1C (centres undefined)	-1.3	11.7	8.1	-20.2	-13.3	7.6	-4.0	.
